Screens (PubChem)
TRPC4 agonist – activators of mouse TRPC4 channel, primary screen, Fluo4 calcium, HEK293 TRPC4beta/mu-opioid cells. Fluo4 calcium fluorescence; hits give high values. B-score at 10 µM. 310,000 compounds, 0.49% hits. AID 2237, 2010;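 active means B-score above 5 SD of library B-scores, and initial fluorescence ratio not above library mean plus 5 SD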;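 further: positive B-score marks a calcium rise read as TRPC4 activation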
Target sequence (Q9QUQ5 whole entry, looked up): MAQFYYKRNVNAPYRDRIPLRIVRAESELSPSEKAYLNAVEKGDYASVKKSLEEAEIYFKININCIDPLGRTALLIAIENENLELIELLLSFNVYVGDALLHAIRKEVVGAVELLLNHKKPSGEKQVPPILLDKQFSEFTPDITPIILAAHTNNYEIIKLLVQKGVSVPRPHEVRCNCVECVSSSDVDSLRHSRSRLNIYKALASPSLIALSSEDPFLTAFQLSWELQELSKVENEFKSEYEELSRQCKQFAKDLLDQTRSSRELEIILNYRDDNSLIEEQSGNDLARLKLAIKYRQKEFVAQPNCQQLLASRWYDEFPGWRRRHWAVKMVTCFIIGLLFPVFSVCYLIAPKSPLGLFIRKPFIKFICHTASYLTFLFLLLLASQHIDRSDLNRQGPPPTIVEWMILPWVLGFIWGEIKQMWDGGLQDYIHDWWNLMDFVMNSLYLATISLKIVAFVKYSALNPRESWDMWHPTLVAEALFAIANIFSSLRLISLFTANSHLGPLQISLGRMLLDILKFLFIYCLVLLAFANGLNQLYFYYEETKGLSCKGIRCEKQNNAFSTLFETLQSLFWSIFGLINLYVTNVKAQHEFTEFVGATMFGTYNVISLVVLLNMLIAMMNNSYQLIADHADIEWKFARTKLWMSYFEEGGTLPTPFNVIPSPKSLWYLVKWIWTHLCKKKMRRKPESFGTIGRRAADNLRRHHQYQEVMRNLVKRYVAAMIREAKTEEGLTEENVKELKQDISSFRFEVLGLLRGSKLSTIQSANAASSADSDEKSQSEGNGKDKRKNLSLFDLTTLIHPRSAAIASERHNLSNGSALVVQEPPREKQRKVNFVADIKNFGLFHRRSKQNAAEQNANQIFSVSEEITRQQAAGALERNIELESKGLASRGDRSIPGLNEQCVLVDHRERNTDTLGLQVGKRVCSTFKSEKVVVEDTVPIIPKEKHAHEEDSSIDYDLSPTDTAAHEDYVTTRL
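Assay system: HEK293 stable line with TRPC4beta plus mu-opioid receptor; schedule: 45 min room-temperature Fluo4 loading, 110 s read; technique: kinetic Fluo4 calcium fluorescence; evaluation: integrated baseline-normalised fluorescence ratio, converted to per-well B score; controls: buffer (low) and maximal DAMGO (high)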
TRPC4 PAM – positive allosteric modulators of TRPC4, primary screen, cell-based, mouse TRPC4beta, HEK293 mu-opioid, Fluo-4 calcium. DAMGO EC20, Fluo-4 Ca2+ flux; hits give high values. B-score at 10 µM. 310,000 compounds, 0.42% hits. AID 2227, 2009. Short transient receptor potential channel 4 (Mus musculus), Q9QUQ5;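 active means B-score of calcium response area above 5 SD of library B-scores, with initial fluorescence ratio within 5 SD of library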;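 further: B-score of integrated fluorescence ratio over time as area under calcium response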
TRPC6 inh – mouse TRPC6 channel inhibitors, primary screen, cell-based, HEK293, membrane potential dye | Short transient receptor potential channel 6 (Mus musculus), Q61143 | ACh-evoked depolarization; hits give low values | B-score at 10 µM | 310,000 compounds, 1.1% hits | AID 2553, 2010;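 active means B-score under library mean minus 3 SD, initial fluorescence not abnormally high, positive integrated signal ratio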;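 further: B-score derived from integrated fluorescence ratio over the kinetic read; more negative B-score means stronger inhibition of depolarization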
KLF5 inhibitor – KLF5 expression inhibitors, primary screen, DLD-1 cells, luminescence | DLD-1 KLF5 promoter-luciferase reporter | inhibition, % at 5 µM | 290,000 compounds, 0.23% hits | AID 1700, 2009;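 active means inhibition above a per-plate limit of that plate's mean compound inhibition plus 3 SD, cut at about 60% in these data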;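 further: 0% = DMSO wells and 100% = LY294002 at 200 µM; higher means less KLF5 promoter-driven luciferase light; inactives centre near -14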
SKKanGAS inh – S. pyogenes SKKanGAS growth inhibitors in kanamycin, primary screen, streptokinase expression inhibitor project, SKKanGAS strain, BacTiter-Glo luminescence. 300,000 compounds, 1.3% hits. AID 1662, 2009. inhibition, % at 7.5 µM. 6 h;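 active means mean replicate score, as percent of positive control median, at least 50; inconclusive means mean below 50 but one replicate at or above 50; inactive means mean and every replicate below 50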;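 further: strain carries kanamycin resistance gene driven by streptokinase promoter and grows in 40 µg/ml kanamycin; loss of luminescence reflects streptokinase promoter inhibition or plain growth inhibition; 0% = median of DMSO wells and 100% = positive control at its reference dose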
MrgX1 antag – antagonists of human MrgX1 receptor, primary screen, HEK293 cells, Fluo-4 calcium flux; BAM8-22 antagonism; hits give low values; AID 588676, 2011; 310,000 compounds, 1.3% hits; Mas-related G-protein coupled receptor member X1 (Homo sapiens), Q96LB2; B-score at 10 µM;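 active means calcium-response B-score plate-corrected more than 3 library SD below zero, starting fluorescence within 5 deviations, no agonist response on first addition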;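 further: peak minus trough fluorescence over baseline after final BAM8-22 challenge near maximal dose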
TRPC6 act – mouse TRPC6 channel activators, primary screen, cell-based, HEK293, membrane potential dye; Short transient receptor potential channel 6 (Mus musculus), Q61143; 310,000 compounds, 0.13% hits; HEK293-TRPC6 membrane potential dye fluorescence; hits give high values; AID 2550, 2010; B-score at 10 µM;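 active means B-score of the integrated fluorescence ratio above library mean plus 3 SD, and starting fluorescence ratio within library mean plus 5 SD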;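 further: higher score means more depolarization so channel activation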
TRPC4 inh – inhibitors of mouse TRPC4 channel, primary screen, Fluo4 calcium, HEK293 TRPC4beta/mu-opioid cells | DAMGO-evoked Fluo4 calcium flux; hits give low values | B-score at 10 µM | 300,000 compounds, 0.39% hits | AID 2247, 2010;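 active means B-score over 3 SD under the library average, no early fluorescence shift, positive overall ratio signal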
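material = TRPC4beta/mu-opioid receptor HEK293 cell line | probe or stimulus = sequential submaximal and maximal DAMGO stimulation | compound dosing = one concentration per compound | measured by = Fluo4 Ca2+ flux fluorescence | evaluation = integrated fluorescence ratio relative to baseline, converted to per-well B score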
HIF activator – HIF pathway transcriptional activators, primary screen, cell-based, U2OS HRE-luciferase, luminescence. U2OS HRE-luciferase reporter; normalized: DMSO 0%, desferrioxamine 100%. activation, % at 7.5 µM (by protocol). 300,000 compounds, 0.32% hits;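 active means mean activation of at least 10% of the iron chelator positive control signal, with at least half of replicates also reaching 10%; inconclusive means mean and replicate majority disagree about reaching 10%; inactive means mean and most replicates under 10%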
IEC-6 tox – cytotoxicity in IEC-6 intestinal epithelial cells, primary screen, cytotoxicity control for KLF5 inhibitor project, cell-based, luminescence | 290,000 compounds, 0.78% hits | IEC-6 cytotoxicity, luminescence viability | inhibition, % at 5 µM; in the data active means inhibition above about 22%;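 further: 0% = plate median of test compound wells and 100% = cytotoxic reference compound wells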
aSyn 5UTR inh – MLPCN primary screen, SNCA 5' untranslated region | alpha-synuclein 5'UTR reporter, inhibitor activity | inhibition, % (tested at 7.5 µM) | 300,000 compounds, 0.82% hits | AID 1813, 2009; in the data active means inhibition above about 60%; inconclusive means no clear call, values can overlap the other calls;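 further: H4 neuroglioblastoma cells stably carrying SNCA 5'UTR luciferase fusion; 0% = DMSO wells and 100% = positive control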
* hit, by the source's call; i = inactive; ? = inconclusive; / = not tested or not shown. Hits appear at their usual frequency; overall some 5.8% were active at least once.

The line under a structure holds: TRPC4 inh	MrgX1 antag	aSyn 5UTR inh	TRPC4 agonist	TRPC6 inh	IEC-6 tox	SKKanGAS inh	KLF5 inhibitor	TRPC6 act	TRPC4 PAM	HIF activator
COc1ccc(CCNC(=O)C(C)SCc2ccccc2)cc1 (stereo not drawn)
    i	i	14	i	i	5	-2	-11	i	i	-0.2
O=C(/C=C/c1ccc(Br)cc1)NC(=S)N1CCOCC1
    i	i	-12	i	i	-7	-24	-32	i	i	0.2
Cn1c(=O)c2c(SC3CCCC3)nc(C3CC3)nc2n(C)c1=O
    i	i	26	i	i	7	-1	-5	i	i	0.2
O=c1c(Cl)c(N2CCNCC2)cnn1C12CC3CC(CC(C3)C1)C2
    i	i	-8	i	i	-3	4	-38	i	i	-0.2
COc1ccc(-c2nc(CS(=O)CC(=O)NCC3CCCO3)c(C)o2)cc1 (stereo not drawn)
    i	i	-15	i	i	-1	-1	-36	i	i	0.2
CCN(CC(=O)Nc1ccc(C)c(S(=O)(=O)N(C)C)c1)Cc1ccccc1
    i	i	-45	i	i	4	3	-15	i	i	1.5
COc1cccc(C(=O)NCCNC(=O)c2cnccn2)c1
    i	i	11	i	i	3	-3	7	i	i	-0.5
COc1ccc(C2CC(c3cccs3)n3nc(N)nc3N2)cc1 (stereo not drawn)
    i	i	-7	i	i	-6	6	-9	i	i	0.9
CC(C)(C)Nc1nc(SCC(=O)Nc2ccccc2Cl)nc(N2CCOCC2)n1
    i	i	-5	i	i	-4	4	-10	i	i	-1.0
COc1ccc(N(CC(=O)NCc2ccccc2)S(=O)(=O)c2c(C)noc2C)cc1
    i	i	-2	i	i	2	-2	1	i	i	0.0
COc1ccc(C(N)=O)cc1NC(=O)c1cccc(F)c1
    i	i	34	i	i	-1	5	-4	i	i	0.0
COc1cccc(OC)c1C1=NC(C)(C)CO1
    i	i	-5	i	i	12	-12	-5	i	i	0.0
C=CCN(c1nc(C)cc(OC)n1)S(=O)(=O)c1ccc(C)cc1
    i	i	15	i	i	0	17	-13	i	i	-20
Cn1c(C(=O)NCCCN2CCN(c3ccccc3F)CC2)cc2c(=O)n(C)c3ccccc3c21
    i	i	-19	i	i	7	10	-18	i	i	-0.1
CCOc1ccccc1N1CCN(CC(O)COC2CCCc3ccccc32)CC1 (stereo not drawn)
    i	i	2	i	i	0	11	6	i	i	-0.2
CCOC(=O)C(=O)Nc1nc(-c2ccccc2)c(CC)s1
    i	i	-8	i	i	-4	-6	-13	i	i	0.3
O=C(Cc1ccc(F)cc1)N1CCN(c2ccc([N+](=O)[O-])cc2)CC1
    i	i	0	i	i	-3	-2	-13	i	i	-0.2
Cc1nc2ccc(Br)cc2c(=O)n1Cc1cccs1
    i	i	2	i	i	/	9	/	i	i	-0.1
Cc1ccc(S(=O)(=O)N2CC(=NO)C2)cc1
    i	i	-7	i	i	-3	-3	-25	i	i	-0.9
Cc1ccc(C)c(NC(=O)NCCN2CCCCC2)c1
    i	i	2	i	i	5	0	-22	i	i	0.1

Reprinted from the part before: two entries, followed by the next part.
The line under a structure holds: TRPC4 inh	MrgX1 antag	aSyn 5UTR inh	TRPC4 agonist	TRPC6 inh	IEC-6 tox	SKKanGAS inh	KLF5 inhibitor	TRPC6 act	TRPC4 PAM	HIF activator
Cc1ccc(S(=O)(=O)N2CC(=NO)C2)cc1
    i	i	-7	i	i	-3	-3	-25	i	i	-0.9
Cc1ccc(C)c(NC(=O)NCCN2CCCCC2)c1
    i	i	2	i	i	5	0	-22	i	i	0.1
CN1CCC(=O)N(CCOc2ccccc2)CC1
    i	i	9	i	i	3	3	-38	i	i	-0.1
CSc1ccc(NC(=O)NCCN2CCc3ccccc3C2)cc1
    i	i	-35	i	i	-2	1	-24	i	i	0.6
CCn1cc(/C=C2/SC(=S)NC2=O)c(C)n1
    i	i	23	i	i	1	3	13	i	i	-0.1
COC(=O)CC(N)c1ccc(Br)cc1 (stereo not drawn)
    i	i	-7	i	i	4	-12	-1	i	i	-0.7
COc1ccccc1Nc1ccc(C(=O)O)cc1[N+](=O)[O-]
    i	i	-11	i	i	2	4	-39	i	i	0.0
c1ccc2c(-c3c[nH]c4ccccc34)c3ccccc3nc2c1
    i	i	14	i	i	8	?	-6	i	i	0.6
O=S(=O)(c1cccs1)N1CCC2(CC1)OCCO2
    i	i	-17	i	i	-5	-2	-37	i	i	0.0
CC(C)[C@@H](CO)NC(=O)c1ccc2c3n(nc2c1)-c1ccccc1CO3
    i	i	-47	i	i	/	18	/	i	i	1.0
Cc1cccc(CCNS(=O)(=O)c2ccc(S(=O)(=O)N3CCCCC3)cc2)c1
    i	i	7	i	i	-3	-7	-16	i	i	-0.4
O=Cc1c(F)cccc1N1CCCC1
    i	i	-12	i	i	-4	-1	-4	i	i	-0.1
Cc1cccc(N=C2NC(=O)S/C2=C\c2ccco2)c1
    i	i	-20	i	i	2	15	-7	i	i	0.1
CC(=O)c1cccc(OCCCOc2cccc3cccnc23)c1
    i	i	-22	i	i	-1	-11	-13	i	i	0.0
Cc1c(C(=O)N2CCN(c3ccccc3F)CC2)oc2c1C(=O)CC(C)(C)C2
    i	i	19	i	i	0	3	2	i	i	-0.1
c1ccc(C(c2nnnn2Cc2ccco2)N2CCN(c3nc4ccccc4s3)CC2)cc1 (stereo not drawn)
    i	i	4	i	i	-1	32	-24	i	i	-0.2
CC1(C)Cc2c(ccc3ccccc23)C(NNC(=O)c2cccnc2)=N1
    i	i	-7	i	i	-7	-4	1	i	i	0.3
COc1ccc2[nH]c(=O)c(C(c3nnnn3C3CCCCC3)N3CCN(C)CC3)cc2c1 (stereo not drawn)
    i	i	2	i	i	7	1	1	i	i	-0.2
COc1ccc(-n2c3c(cc(C(=O)Nc4ccc(C)cc4)c2=O)C(=O)CCC3)cc1
    i	i	/	i	i	0	/	-27	i	i	/
Cn1nc(-c2ccc(N3CCOCC3)c(NS(=O)(=O)c3ccccc3)c2)c2ccccc2c1=O
    i	i	7	i	i	1	8	8	i	i	-0.5
COc1ccc(-n2c(C)cc(/C=C3\SC(=S)NC3=O)c2C)cc1
    i	i	-152	i	i	-3	17	-22	i	i	-0.1
O=S(=O)(Cc1nnnn1-c1ccccc1)c1ccc(Cl)cc1
    i	i	-4	i	i	0	-1	-28	i	i	-0.4
Clc1ccc(-c2nnc(-c3cccc4ccccc34)o2)cc1Cl
    i	i	-28	i	i	2	-2	-45	i	i	0.2
CCN1CCN(C(=O)N(c2ccccc2)c2ccccc2)CC1
    i	i	6	i	i	-3	-1	-1	i	i	1.3
CC(=O)c1sc(NC(=O)c2cc(=O)c3ccccc3o2)nc1C
    i	i	-81	i	i	-1	2	-61	i	i	1.5
CN1CCN(NC(=O)c2ccc(Br)s2)CC1
    i	i	-1	i	i	-4	5	-8	i	i	/
O=C(CS(=O)(=O)c1cn(CC(=O)N2CCOCC2)c2ccccc12)Nc1ccccc1
    i	i	-17	i	i	-3	-9	-15	i	i	0.3
O=C(Nc1cccc(S(=O)(=O)Nc2ccc(Cl)cc2)c1)c1ccc2c(c1)OCCO2
    i	i	-17	i	i	7	43	-8	i	i	0.2
CCOn1c(=O)c(-c2cc(OC)ccc2OC)[n+]([O-])c2ccccc21
    i	i	15	i	i	-1	-1	-42	i	i	0.4
COc1cc(Br)cc(C(c2c(C)n(C)n(-c3ccccc3)c2=O)c2c(C)n(C)n(-c3ccccc3)c2=O)c1O
    i	i	-1	i	i	/	-2	/	i	i	0.1
Nc1nnc(SCC(=O)Nc2cccc(S(N)(=O)=O)c2)s1
    i	i	-6	i	i	0	-3	-10	i	i	-0.2
COc1ccc(Cc2nc3ccc(C(=O)N(C)CCCN4CCOCC4)cc3o2)cc1
    i	i	6	i	i	4	-1	-57	i	i	-0.1
Cc1cc(=O)n(Cc2ccccc2)c2c(C)cccc12
    i	i	22	i	i	-3	36	-18	i	i	0.0

Fetched one by one from the list above:
The line under a structure holds: TRPC4 inh	MrgX1 antag	aSyn 5UTR inh	TRPC4 agonist	TRPC6 inh	IEC-6 tox	SKKanGAS inh	KLF5 inhibitor	TRPC6 act	TRPC4 PAM	HIF activator
CCOn1c(=O)c(-c2cc(OC)ccc2OC)[n+]([O-])c2ccccc21
    i	i	15	i	i	-1	-1	-42	i	i	0.4
CCN(CC(=O)Nc1ccc(C)c(S(=O)(=O)N(C)C)c1)Cc1ccccc1
    i	i	-45	i	i	4	3	-15	i	i	1.5
CN1CCN(NC(=O)c2ccc(Br)s2)CC1
    i	i	-1	i	i	-4	5	-8	i	i	/

Structural class: the entries above containing an NH in an aromatic ring (2)
The line under a structure holds: TRPC4 inh	MrgX1 antag	aSyn 5UTR inh	TRPC4 agonist	TRPC6 inh	IEC-6 tox	SKKanGAS inh	KLF5 inhibitor	TRPC6 act	TRPC4 PAM	HIF activator
c1ccc2c(-c3c[nH]c4ccccc34)c3ccccc3nc2c1
    i	i	14	i	i	8	?	-6	i	i	0.6
COc1ccc2[nH]c(=O)c(C(c3nnnn3C3CCCCC3)N3CCN(C)CC3)cc2c1 (stereo not drawn)
    i	i	2	i	i	7	1	1	i	i	-0.2
